# High-throughput results deposited in PubChem BioAssay by Sanford-Burnham Center for Chemical Genomics.
# hIAP act – human IAP activators, primary screen, biochemical, luminescence, uHTS; Intestinal-type alkaline phosphatase (Homo sapiens), P09923; purified human IAP, CDP-Star luminescence, 30 min; stronger effect = higher value; 1 = vehicle-only enzyme, 0 = enzyme-free background; activation factor at 10 µM; hit rate 0.16% among 330,000; AID 2524, 2010;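 active means activation factor of the enzyme at least 2-fold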; further: the source names both 10 and 20 µM as test concentration; values of inactives mirror those of a sister screen read the other way
# APOBEC3G inh – APOBEC3G DNA deaminase inhibitors, primary screen, biochemical, fluorescence, single-stranded DNA substrate, uHTS; recombinant A3G, ssDNA deamination FAM/TAMRA fluorescence; hit rate 0.28% among 330,000; inhibition, % at 20 µM; DNA dC->dU-editing enzyme APOBEC-3G (Homo sapiens), Q9HC16; AID 493012, 2011;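 active means inhibition of at least 40% at 20 µM, with no more than 30% in the related APOBEC3A deaminase screen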;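 further: plate controls were DMSO wells with A3G for no effect and wells lacking A3G enzyme for full effect; some compounds called inactive have numbers as strong as hits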
# Target sequence (Q9HC16 whole entry, looked up): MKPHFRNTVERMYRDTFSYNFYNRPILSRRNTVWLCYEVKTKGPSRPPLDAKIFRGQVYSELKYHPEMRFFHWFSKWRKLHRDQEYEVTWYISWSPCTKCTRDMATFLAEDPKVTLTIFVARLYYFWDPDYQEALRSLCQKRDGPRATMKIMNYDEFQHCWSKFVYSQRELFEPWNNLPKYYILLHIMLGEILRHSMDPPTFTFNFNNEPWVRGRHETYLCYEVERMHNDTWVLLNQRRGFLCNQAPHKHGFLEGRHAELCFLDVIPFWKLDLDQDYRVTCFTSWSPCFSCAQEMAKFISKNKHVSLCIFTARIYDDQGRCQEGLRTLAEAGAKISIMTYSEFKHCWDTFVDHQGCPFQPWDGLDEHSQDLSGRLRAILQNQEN
# hIAP inh – human IAP inhibitors, primary screen, biochemical, luminescence, uHTS; purified IAP, CDP-Star luminescence, 30 min; hit rate 0.12% among 330,000; inhibition, % at 10 µM; Intestinal-type alkaline phosphatase (Homo sapiens), P09923;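 active means inhibition reaching a set limit with compound at 10 µM in the primary screen, cut at about 35% in these data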;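 further: plate controls were DMSO wells with enzyme for no effect and no-enzyme buffer wells for full effect; values of inactives mirror those of a sister screen read the other way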
# mIAP block – inhibitors of mouse IAP, primary screen, biochemical, luminescence, uHTS; intestinal alkaline phosphatase [Mus musculus]; purified mouse IAP, CDP-Star luminescence, 30 min; inhibition, % at 10 µM; hit rate 0.2% among 330,000; AID 2806, 2010;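 active means inhibition of at least 40% at 10 µM in the primary screen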;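 further: plate controls were DMSO with enzyme for no effect and no enzyme wells for full effect; values of inactives mirror those of a sister screen read the other way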
# SENP1 inh – human SENP1 catalytic domain inhibitors, primary screen, biochemical, FRET, uHTS | inhibition, % at 10 µM | recombinant SENP1 catalytic domain, CyPet-SUMO1-YPet FRET cleavage | Sentrin-specific protease 1 (Homo sapiens), Q9P0U3 | hit rate 0.21% among 360,000 | AID 624204, 2012;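 active means inhibition at least 30% at 10 µM, raw YFP signal under a set limit, fluorescence ratio 0.5 to 1.5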;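 further: 0% = enzyme with DMSO and 100% = no enzyme wells; some results filed as inactive read as strong as hits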
# Target sequence (Q9P0U3 419-644 limits assumed): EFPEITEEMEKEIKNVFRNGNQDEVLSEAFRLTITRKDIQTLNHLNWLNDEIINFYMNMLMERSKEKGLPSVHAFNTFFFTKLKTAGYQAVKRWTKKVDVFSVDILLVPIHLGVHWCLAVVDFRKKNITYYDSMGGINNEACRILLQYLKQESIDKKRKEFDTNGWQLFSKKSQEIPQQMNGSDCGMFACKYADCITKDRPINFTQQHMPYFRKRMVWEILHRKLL
#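 material = recombinant human SENP1 catalytic domain, His6-tagged | quantity = 20 pM enzyme | reagent = 25 nM SUMO1 FRET substrate | compound dosing = 10 µM single point, 0.5% DMSO | timing = 50 min enzyme reaction, room temperature, light-protected | detection = FRET, CFP and YFP emission | control set = no-enzyme low, enzyme-DMSO high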
# beta cell repl – inducers of MIN6 beta-cell proliferation, primary screen, ATP luminescence, uHTS; MIN6 cells proliferation, ATPlite luminescence, 48 h; cells starved in 0.2% serum; 100% = growth in 10% serum; proliferation, % at 10 µM; hit rate 0.29% among 330,000; AID 2380, 2010;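 active means compounds whose signal lies at least 3.5 SD above the mean of all wells on their plate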;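 further: 0% = DMSO-treated cells in low-serum medium and 100% = 10% serum control; some compounds called inactive have numbers as strong as hits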
# A3A deaminase – APOBEC3A ssDNA deaminase inhibitors, primary screen, selectivity assay for APOBEC3G inhibitor project, biochemical, FAM/TAMRA oligo cleavage fluorescence | DNA dC->dU-editing enzyme APOBEC-3A (Homo sapiens), P31941 | inhibition, % at 20 µM | hit rate 0.41% among 330,000 | recombinant A3A, FAM/TAMRA ssDNA deamination fluorescence;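 active means at least 40% inhibition at 20 µM here, with at most 30% in a related deaminase screen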;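 further: plate controls were A3A with DMSO for no effect and wells lacking A3A enzyme for full effect; some results filed as inactive read as strong as hits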
# Target sequence (P31941 whole entry, looked up): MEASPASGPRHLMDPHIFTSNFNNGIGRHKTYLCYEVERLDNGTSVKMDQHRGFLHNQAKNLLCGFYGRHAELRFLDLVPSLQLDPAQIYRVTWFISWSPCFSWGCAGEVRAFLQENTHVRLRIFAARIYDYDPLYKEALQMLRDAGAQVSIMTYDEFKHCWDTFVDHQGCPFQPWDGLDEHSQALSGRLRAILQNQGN
# mIAP activ – activators of mouse IAP, primary screen, biochemical, luminescence, uHTS | intestinal alkaline phosphatase [Mus musculus] | muIAP, CDP-Star luminescence, 30 min; stronger effect = higher value; 1 = vehicle-only enzyme signal, 0 = enzyme-free wells | activation factor at 10 µM | hit rate 0.24% among 330,000 | AID 2805, 2010;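 active means activation factor of at least 2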; further: the source names both 10 and 20 µM as test concentration; values of inactives mirror those of a sister screen read the other way
#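 System: mouse IAP enzyme. Reagent: CDP-Star chemiluminescent phosphatase substrate. Benchmarks: DMSO wells, no-enzyme wells. Times: 30 min enzyme-substrate-compound incubation at room temperature. Detection: luminescence from enzymatic CDP-Star hydrolysis. Doses: test compounds delivered from DMSO solution.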
# NLRP3 yeast inh – NALP3 inflammasome inhibitors in reconstituted yeast, primary screen, luminescence, uHTS; Yeast reconstituted NLRP3/ASC/caspase-1, beta-gal luminescence, 24 h; inhibition, % at 10 µM; hit rate 0.39% among 330,000;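 active means inhibition of 50% or more; inactive means inhibition below 50%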;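 further: plate controls were induced DMSO wells for no effect and uninduced yeast grown without galactose for full effect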
# * = called active by the depositor; · = no result given. An excerpt; rates above refer to the full screens.
mol	hIAP act	APOBEC3G inh	hIAP inh	mIAP block	SENP1 inh	beta cell repl	A3A deaminase	mIAP activ	NLRP3 yeast inh
Cc1ccc(NC(=O)CC2SCCNC2=O)cc1Cl (configuration not stated)	1.1	3	-9	-1	-1	3	1	1	-1
O=C(O)C1=C[C@@H](c2ccccc2)C[C@@H](OCc2ccc(CO)cc2)O1	0.82	-2	18	32	2	1	-2	0.68	2
CCCCCC(=O)Nc1ccc(-c2nnc3n2CCCCC3)cc1	1	-7	-2	-11	1	0	1	1.1	26
Cc1cc(C(=O)NC(C)c2ccncc2)no1 (configuration not stated)	0.99	-5	1	-6	-1	-1	-4	1.1	22
COc1ccccc1C(=O)NC(=O)Cn1nc(C)c([N+](=O)[O-])c1C	1.1	-12	-13	-4	0	-1	-2	1	8
N#CCCn1cc(/C=C2\NC(=S)N(c3ccccc3)C2=O)c(-c2ccc(F)cc2)n1	0.93	-7	7	20	-58	4	-5	0.8	18
O=C(COc1ccccc1[N+](=O)[O-])NCCCN1CCCC1=O	1	-4	-3	-5	-1	4	0	1.1	10
Cc1nn(-c2ccccc2)c(C)c1NC(=O)COC(=O)[C@@H](NC(=O)c1ccccc1)C(C)C	1	2	0	-2	3	-5	-5	1	-3
CCOc1cc(/C=N/NC(=O)C(=O)NC)cc(Br)c1O	0.95	-3	5	-4	2	0	-2	1	-1
Cc1ccsc1/C=N/N1CCN(c2ccccc2)CC1	0.73	-4	27	14	1	0	0	0.86	41
O=S(=O)(Nc1nccs1)c1ccc(NCc2cc(Br)cc(Br)c2O)cc1	0.88	-3	12	24	-8	-2	-2	0.76	20
CC(C)N(C(=O)COC(=O)c1ccc(Cl)nc1)C(C)C	0.96	-4	4	3	-1	-3	1	0.97	11
Cc1ccc(CNC(=O)CCNS(=O)(=O)c2ccc3c(c2)c(=O)n(C)c(=O)n3C)cc1	0.91	1	9	2	2	-2	4	0.98	14
O=C(CSc1ncnc2nc[nH]c12)NCCc1ccccc1	1.1	-3	-6	-9	0	0	-3	1.1	-3
O=C(CCN1C(=O)S/C(=C\c2ccc(Cl)cc2)C1=O)Nc1ccc(C(=O)O)cc1	1	0	-1	12	1	-1	3	0.88	9
O=C(CSc1n[nH]c(-c2ccccc2O)n1)NC1CCCCC1	1.7	-10	-73	1	2	-1	-3	0.99	24
COc1ccc(C2c3ccc4ccccc4c3Oc3ncn(Cc4ccco4)c(=N)c32)cc1OC (configuration not stated)	0.84	-8	16	5	-8	-6	2	0.95	4
Cc1cc(C)c(NC(=O)c2ccc3c(c2)NC(=O)C(C)S3)c(C)c1 (configuration not stated)	0.88	-1	12	-11	-1	-1	2	1.1	17
Cc1cccc2c1N(CCOc1ccccc1)C(=O)C2=O	0.99	-8	1	0	1	-6	6	1	6
COc1cccc(CCc2nnc(CCC(=O)N3CCCC3c3nccs3)o2)c1 (configuration not stated)	1.1	-8	-13	-18	1	-1	4	1.2	-8
CCOC(=O)c1[nH]c2ccccc2c1N=C(C)N(CC)CC	0.96	-1	4	-4	-4	-1	4	1	20
O=c1[nH]c(=O)n(Cc2ccco2)c2c1C(C(F)(F)F)(C(F)(F)F)N=C(c1ccc(F)cc1)N2	0.97	-7	2	10	-1	-6	2	0.9	13
COc1ccc(/C=N/Nc2ccc(C(=O)O)cc2)c(OC)c1OC	1.1	20	-12	-17	2	-2	2	1.2	8
O=C(CCc1nc2ccccc2[nH]1)N1CCN(C(=O)c2ccco2)CC1	0.98	-5	2	7	0	0	-5	0.93	2
O=C(NCc1ccccc1Cl)c1ccc2c(c1)SC1=NS(=O)(=O)CCN12	1.2	-4	-16	0	-2	4	19	1	2
O=C(NCCCN1CCOCC1)c1ccc(Sc2ccc(Br)cc2)c([N+](=O)[O-])c1	0.94	2	6	12	0	-3	1	0.88	7
COC(=O)c1cc(OC)c(OC)cc1NC(=O)CCC1CCCC1	1	1	0	-3	-1	-1	-1	1	8
Cc1ccn2c(=O)c(C(=O)NCCCN3CCCC3=O)c(O)nc2c1	1.2	-6	-17	5	-4	3	-5	0.95	15
COc1ccc(N(CC(=O)NC2CCCC2)C(=O)CCC(=O)Nc2cc(C)on2)c(OC)c1	0.97	-1	3	6	1	-1	1	0.94	17
CCn1c(=O)[nH]c2ccccc2c1=O	0.99	-6	1	0	1	1	-4	0.99	12
COc1ccc(OC)c(C(c2nnnn2C2CCCC2)N2CCN(c3ccccc3F)CC2)c1 (configuration not stated)	0.99	-3	1	4	3	-3	1	0.96	1
O=C1/C(=C\c2ccc(-c3ccccc3Cl)o2)SC(=S)N1CC1CCCO1 (configuration not stated)	0.94	-1	6	27	-21	-2	0	0.73	11
O=C(NCC1CCCO1)C1CCN(S(=O)(=O)N2CCCC2)CC1 (configuration not stated)	1	1	-1	4	3	-3	2	0.96	-8
Cc1ccc(C(=O)N/C(=C\c2ccc(Br)cc2)c2nc(=S)[nH][nH]2)cc1	0.95	-2	5	19	-48	-5	-2	0.81	9
CCN(CC(=O)NCc1cccs1)S(=O)(=O)c1ccc([N+](=O)[O-])cc1	0.94	1	6	3	1	0	0	0.97	12
CCn1c(NCc2ccco2)nc2c1c(=O)n(C)c(=O)n2C	1.1	-6	-9	7	-1	2	0	0.93	-10
COc1ccc(Cl)cc1NC(=O)CN(C)C(=O)C1CCN(C(=O)Nc2ccccc2)CC1	0.99	-8	1	-4	1	-5	-6	1	4
C=CCN(Cc1cc(OC)ccc1OC)C(=O)c1cc2ccc(OC)cc2[nH]1	1	-4	0	-14	-36	-7	0	1.1	11
COc1ccc(CCNc2oc(-c3cccc4ccccc34)nc2P(=O)(OC)OC)cc1OC	0.96	-8	4	-13	-42	0	3	1.1	8
COc1cccc(C2=NN(C(=O)CCCC(=O)O)C(c3cccs3)C2)c1 (configuration not stated)	1	-4	-2	-5	-7	0	-1	1	-3
COc1ccnc(Nc2ccc(C)c(C)c2)c1C#N	1	-9	-3	-19	0	-3	-10	1.2	-7
Cc1c(CC(=O)O)c(=O)oc2c(C)c3occ(-c4ccccc4)c3cc12	0.96	-4	4	-2	-11	-2	-2	1	8
O=C(Cn1cnc2c(oc3ccccc32)c1=O)NCc1ccccc1	0.86	-3	14	1	-1	-3	1	0.99	23
COc1ccccc1C(=O)NC(CCSC)C(=O)NC1CCCCCC1 (configuration not stated)	0.9	-19	10	6	0	5	-3	0.94	1
CN(C)S(=O)(=O)Oc1ccsc1C(=O)Nc1cccc(Cl)c1	1.2	1	-16	-4	1	-1	0	1	24
O=C(O)CCc1nn2c3ccccc3n(CC(=O)c3ccccc3)c2nc1=O	0.78	-6	22	-9	2	-3	0	1.1	-6
CCc1ccccc1NC(=O)CSc1nc(C)c(C)o1	0.93	3	7	-4	1	2	1	1	33
CCOc1cc(S(=O)(=O)Nc2ccncc2)ccc1F	0.88	-7	12	6	1	-2	-3	0.94	12
Cc1ccc(C(=O)NC2CCCCC2)cc1S(=O)(=O)N1CCCC1	0.9	5	10	-11	-1	-3	3	1.1	10
COc1cccc(COC(=O)C2CCN(S(=O)(=O)c3cccs3)CC2)c1OC	0.97	-7	3	-4	0	5	4	1	14
O=C(CN1CCOCC1)NN=C1CCCCCCCCCCC1	0.85	-8	15	-3	0	0	1	1	9
Cc1nc(-c2ccc(F)cc2)c(CC(=O)N(C)CC(=O)Nc2ccccc2Br)s1	1.1	-2	-5	-1	-1	-1	2	1	7
Cc1ccccc1NC(=O)c1cc2ccccc2o1	0.85	-7	14	-4	1	-5	-4	1	28
CNC[C@H](CC1CCCCC1)NC[C@H](CO)NCC1(c2ccccc2)CC1	1.2	-7	-19	-28	3	-8	-5	1.3	6
CCOc1ccc(CC2c3cc(OCC)c(OCC)cc3CCN2C(=O)c2cc(OC)c(OC)c(OC)c2)cc1OCC (configuration not stated)	1	-3	-2	-3	0	-2	3	1	4
O=C(Nc1ccccc1Cl)N1CCCN(c2nc(-c3ccccc3)ns2)CC1	0.89	-5	11	-36	1	-4	-1	1.4	6
CC(C)(C)NC(=O)C1c2ccccc2Oc2ccccc21	0.92	-9	8	-2	-2	-2	-3	1	16
CCCn1c(C(C)Nc2nc(-c3cc(Cl)c(N)c(Cl)c3)cs2)nc2cc(Cl)c(N3CCCCC3)cc21 (configuration not stated)	0.91	-7	9	9	-9	-8	-2	0.91	-4
COC(=O)c1cc(NS(=O)(=O)c2ccc(NC(C)=O)cc2)cc(C(=O)OC)c1	1.1	-2	-13	-2	1	-3	-1	1	0
CCCCc1ccc(NC(=S)NCc2cccc(OC)c2)cc1	0.89	-6	11	-146	-1	-6	0	2.5*	13

# Remaining list, next part
mol	hIAP act	APOBEC3G inh	hIAP inh	mIAP block	SENP1 inh	beta cell repl	A3A deaminase	mIAP activ	NLRP3 yeast inh
Clc1ccc(CN2CCC(Cc3ccccc3)CC2)cc1	1.1	-4	-7	-1	2	-2	0	1	12
C=CCNC(=O)CC(=O)N/N=C/c1ccccc1F	1.3	0	-34	5	1	-1	0	0.95	8
O=c1[nH]nc2c3ccccc3cnn12	0.98	-5	2	6	-2	0	-4	0.94	7
Cc1ccc(C)c(N2CCN(CCCNC(=O)Cn3cc4c(n3)CCC(C)C4)CC2)c1 (configuration not stated)	0.98	-7	2	-3	0	-6	-2	1	-6
CN1CCN(Cc2oc(CO)cc(=O)c2O)CC1	0.92	-8	8	5	1	2	-4	0.95	-1
Cc1ccc(C(=O)N2CCN(C(=O)CN3CCCC3)C2)cc1	1.2	-4	-18	-7	2	-2	-2	1.1	-19
CCOC(=O)C1=CNS(=O)(=O)NC1c1ccc2ccccc2c1 (configuration not stated)	·	-2	·	-5	-4	·	1	1.1	·
CCCCN(C)CCCNC(=O)CCn1nc(-c2ccccc2)ccc1=O	1.1	-4	-11	7	1	1	1	0.93	12
CCCCC(=O)NC(NC(=O)CCCC)c1ccc(OCCC)c(OC)c1	1	-9	-4	1	1	2	-1	0.99	1
O=C(COC(=O)c1cccc(S(=O)(=O)N2CCc3ccccc32)c1)Nc1ncc(Cl)cc1Cl	1	-1	0	0	-1	2	25	0.99	9
